# SENP8 inh: SENP8 protease inhibition. Q96LD8. purified SENP8, Z-RLRGG-aminoluciferin cleavage, luminescence. inhibition, % at 10 µM. 330,000 compounds, 1.2% hits
# Target sequence (Q96LD8 whole entry, looked up): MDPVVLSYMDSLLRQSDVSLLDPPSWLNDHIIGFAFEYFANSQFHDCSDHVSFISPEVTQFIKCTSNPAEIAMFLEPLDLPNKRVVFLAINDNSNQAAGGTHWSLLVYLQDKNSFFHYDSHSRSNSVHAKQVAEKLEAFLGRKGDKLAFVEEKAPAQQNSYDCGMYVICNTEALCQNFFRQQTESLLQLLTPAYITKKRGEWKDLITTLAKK
# Gli-Sufu antag: Gli-Sufu pathway antagonism; Sufu-KO-LIGHT fibroblasts, Gli luciferase reporter luminescence; inhibition, % at 5 µM; 340,000 compounds, 0.74% hits; AID 588413;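 active = inhibition above about 55%, limit read from the data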;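 note: 0% = DMSO-treated cells and 100% = wells with medium but no cells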
# HKDC1 inhibitor: blocks human hexokinase HKDC1 activity; Q2TB90; recombinant HKDC1, G6PDH/diaphorase resazurin coupled fluorescence; inhibition, % at 20 µM; 340,000 compounds, 0.16% hits;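 active = inhibition above about 35% when tested at 20 µM, limit read from the data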;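 note: plate controls were DMSO wells with enzyme for no effect and DMSO wells lacking enzyme for full effect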
#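 Test system: recombinant HKDC1 (HK5) hexokinase enzyme, produced in-house; Amount: enzyme 5 µg/mL final; Buffer or medium: Tris pH 8.0 buffer with MgCl2, Tween-20, BSA, BME; Reagent: glucose and ATP substrates; Doses: 20 µM test compound, 1% DMSO; Incubation: 90 min reaction incubation at room temperature, dark; Detection: resorufin fluorescence at 613 nm.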
# UBC13 inh: inhibitors of human UBC13 polyubiquitin chain formation; P61088; TR-FRET; inhibition, % at 20 µM; 330,000 compounds, 0.47% hits; AID 485273; in the data active = inhibition above about 45%, passing the limit was not always enough
# Target sequence (P61088 whole entry, looked up): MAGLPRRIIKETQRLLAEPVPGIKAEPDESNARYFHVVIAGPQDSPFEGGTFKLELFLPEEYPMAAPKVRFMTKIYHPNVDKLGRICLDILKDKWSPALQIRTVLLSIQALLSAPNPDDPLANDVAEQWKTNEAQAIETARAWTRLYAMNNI
# SENP7 inh: blocks the human protease SENP7 | Q9BQF6 | recombinant SENP7, Z-RLRGG-aminoluciferin luminescence, 40 min | inhibition, % at 5 µM | 330,000 compounds, 1.5% hits | AID 434973;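 active = inhibition above about 50% at the single test dose, limit read from the data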;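 note: plate controls were DMSO with enzyme for no effect and no enzyme buffer wells for full effect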
# Target sequence (Q9BQF6 706-1050 limits assumed): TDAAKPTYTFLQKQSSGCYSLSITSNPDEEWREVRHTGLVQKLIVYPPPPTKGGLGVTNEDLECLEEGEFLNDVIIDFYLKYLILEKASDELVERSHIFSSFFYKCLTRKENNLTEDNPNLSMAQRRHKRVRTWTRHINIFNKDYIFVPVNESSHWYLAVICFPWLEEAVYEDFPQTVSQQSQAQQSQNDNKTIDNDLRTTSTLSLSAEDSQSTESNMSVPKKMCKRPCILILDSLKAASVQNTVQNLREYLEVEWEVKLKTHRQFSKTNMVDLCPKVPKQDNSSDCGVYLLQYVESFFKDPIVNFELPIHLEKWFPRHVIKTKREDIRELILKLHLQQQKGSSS
# Apaf1 inhib: blocks human Apaf-1 apoptosome activity; O14727; reconstituted apoptosome caspase-3 activity, DEVD-Rh110 fluorescence; inhibition, % at 20 µM; 330,000 compounds, 0.71% hits; AID 489030; active = inhibition of at least 40% at 20 µM;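 note: plate controls were DMSO wells for no effect and DEVD-CHO caspase inhibitor wells for full effect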
#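 Material: cell-free apoptosome with Apaf-1, procaspase-3 and caspase-9; Buffer or medium: Hepes pH 7.5 with detergent and BSA; Reagent: cytochrome c trigger plus (Z-DEVD)2-Rh110 caspase-3 substrate; Times: compound with Apaf-1, dATP, procaspase-3 30 min, then 50 min reaction, room temperature; Technique: Rh110 fluorescence intensity.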
# Jurkat NFkB inh: inhibitors of the PMA/ionomycin-induced NF-kB reporter in Jurkat cells; PMA/ionomycin-induced NF-kB luciferase reporter, luminescence; inhibition, % at 4 µM; 330,000 compounds, 0.53% hits
# 697 NFkB inh: lowers PMA/ionomycin-induced NF-kB signal in 697 B cells; 697 B-cell NF-kB luciferase reporter, 16 h; inhibition, % at 4 µM; 330,000 compounds, 0.33% hits; AID 435022; in the data active = inhibition above about 35%
# An asterisk follows results filed as active; · = not tested or not shown. Cut-off read from the data, not from the text of the source, unless noted: active = inhibition above about 50%; inactive = the rest.
SMILES	SENP8 inh	Gli-Sufu antag	HKDC1 inhibitor	UBC13 inh	SENP7 inh	Apaf1 inhib	Jurkat NFkB inh	697 NFkB inh
Cc1[nH]c2ccccc2c1CCN(Cc1cccnc1)C(=S)NC(C)(C)C	5	4	3	8	-2	5	-12	9
COc1ccc(C(=O)NC(=S)N2CCC(C)CC2)cc1	-12	4	1	-3	-10	16	1	-19
COc1ccc(CN2C=C3C(=O)C(C)(OC(=O)C4CCCC4)C(=O)C=C3C=C2c2ccsc2)cc1 (stereo not given)	4	-11	35*	-39	6	20	-2	15
COc1ccc(O[C@H]2C=C[C@@H](c3ccccc3)O[C@@H]2COC(=O)CC/C(C)=N/O[C@@H](C)c2cc(-c3c(C)cc(C)cc3C)no2)cc1	-6	·	·	-7	1	8	1	19
O=C(c1ccc(S(=O)(=O)N2CCCC2)cc1)N1CCCCC1	3	-11	-4	0	-5	-3	5	-9
Cc1cc(C)c(NC(=O)CSc2nc(=O)n(CCN3CCOCC3)c3c2CCC3)c(C)c1	-9	2	-5	-1	-2	-3	13	4
O=C(CCn1c(=O)sc2ccccc21)NC1=NCCS1	-12	-3	-6	1	8	-16	2	-6
COc1cc(/C=N/NC(=S)NC2CC3CC2C2C=CCC32)ccc1O (stereo not given)	-6	-15	2	-2	-6	2	-7	-117
C[C@H](CO)N1C[C@H](C)[C@H](CN(C)S(=O)(=O)c2cn(C)cn2)Oc2ccc(NC(=O)Nc3ccc(C(F)(F)F)cc3)cc2CC1=O	1	-11	3	27	2	26	8	-42
C/C(=N/NC(=O)C(=O)N/N=C(/C)c1ccccc1)c1ccccc1	0	·	·	0	7	-6	1	12
Cc1nnc(SC(C)C(=O)NCC2CCCO2)s1 (stereo not given)	0	-7	4	1	1	-2	-3	-6
COc1cc(OC)c(NC(=O)Nc2ccc(OC)c(OC)c2)cc1Cl	4	3	0	11	2	2	2	0
O=C(Nc1ccc(OC(F)(F)F)cc1)c1n[nH]c(Cn2cncn2)n1	-9	-1	7	5	4	-5	11	4
O=C(c1ccc([N+](=O)[O-])cc1)N1CCN(C2=NS(=O)(=O)c3ccccc32)CC1	3	-6	8	-1	-6	6	10	11
Cc1cc(C(=O)CN2CCCCC2)c(C)n1-c1ccc(F)cc1	-2	-1	-11	3	-1	14	-37	-12
Cc1c(-c2cccc(Cl)c2)nc2ccccc2c1C(=O)NC1CC1	6	-37	2	-12	10	-8	4	6
COCCOC(=O)C1=C(N)OC2=C(C(=O)CC(C)(C)C2)C1c1ccncc1 (stereo not given)	12	-23	-6	-1	4	-29	13	6
CCc1ccc(C2CC(c3ccccc3Cl)Nc3nc(N)nn32)cc1 (stereo not given)	6	5	-3	6	-8	9	-10	-3
O=C(OCc1nnc(-c2ccccc2)o1)c1cc(S(=O)(=O)N2CCOCC2)c(Cl)cc1Cl	2	3	0	7	-1	15	-10	22
Cn1c(-c2ccc(F)cc2)cnc1SCC(=O)Nc1ccccc1N1CCOCC1	5	-106	-1	5	1	11	-104	-220
O=C(CNC(=O)c1cnccn1)Nc1ccc(F)c(F)c1F	-8	-7	0	-10	-11	11	-3	16
Cc1onc(-c2ccccc2)c1C(=O)NCCc1ccncc1	-1	-2	-6	-3	0	-2	2	17
Cc1ccc(C(=O)/C=C/C(=O)c2ccc(C)cc2)cc1	0	-31	16	-10	11	15	10	17
Cc1cc2oc(=O)cc(CN3CCOCC3)c2cc1O	-1	17	-2	-6	-2	-3	-12	9
CCc1ccc(NC(=O)N[C@H](C(=O)O)C(C)CC)cc1 (stereo not given in full)	6	1	-1	10	4	-27	4	19
CC(=O)c1cnc(SCCN2C(=O)c3ccccc3C2=O)nc1C	-1	4	2	2	-3	0	-12	20
COc1ccc(NC(=O)N2CCN(c3nc4ccccc4n3C(C)C)CC2)cc1	-3	5	6	0	3	-11	4	0
COc1cc(NC(=O)CN2C(=O)c3ccccc3C2=O)c(C(=O)O)cc1OC	-3	5	4	0	-3	2	-9	15
COc1ccc(N2CC(C(=O)N[C@@H](C)C(=O)NC3CCCC3)CC2=O)cc1 (stereo not given in full)	-10	·	-4	-8	-14	5	-12	-33
COc1ccc([N+](=O)[O-])cc1N(CC(O)CN1CCCCC1)S(=O)(=O)c1ccccc1 (stereo not given)	-7	15	-5	1	-2	2	-5	-9
Cc1sc(NC(=O)c2ccco2)c(CN2CCN(c3ccc(F)cc3)CC2)c1C	2	10	5	6	2	3	30	8
C=CCn1c(CSc2nnc(-c3ccccc3)n2C)n[nH]c1=S	5	7	3	3	7	-6	-2	9
COc1ccc(/C(N)=N/OC(=O)C2CCCCC2)cc1OC	6	-36	-2	-4	50	14	-110	-149
C/C(CC(=O)NC1CCCCC1)=N\NC(=O)c1ccc(Br)cc1	3	-3	6	4	-7	5	5	19
CC(O/N=C(\N)c1ccccc1)C(=O)Nc1cccc(C(F)(F)F)c1 (stereo not given)	3	-9	-2	0	4	3	7	17
Cc1ccc(C(=O)NCc2ccccn2)cc1S(=O)(=O)N1CCCCC1	-5	-15	3	0	4	8	-3	10
Cc1cc(C)c(C#N)c(SCC(=O)Nc2ccc3c(c2)OCO3)n1	-2	-34	2	6	-3	10	-75	-15
CCCN(CC(=O)Nc1cc(Cl)ccc1Cl)C(=O)c1ccc(N2CCCC2=O)cc1	1	8	-6	6	8	-8	-1	-18
CCN(CC)S(=O)(=O)c1cccc(C(=O)NC(C(=O)Nc2nnc(C)s2)C(C)C)c1 (stereo not given)	-4	1	-3	2	-8	-9	4	10
CCc1cccc(CC)c1NC(=S)Nc1cccc(Cl)c1Cl	3	5	0	8	-1	1	-2	22
COc1ccccc1NC(=O)c1ccc(NC(=O)CSc2ncccn2)cc1	7	-8	6	3	-8	-22	9	13
CCO[C@@H]1OC(C(=O)Nc2ccccc2)=C[C@H](c2ccc(Br)cc2)[C@H]1CCCO	1	0	3	18	-3	23	5	-13
COc1ccc(C(=O)CC2OC(=O)c3ccccc32)cc1OC (stereo not given)	-21	6	-1	-21	32	2	-5	1
COc1ccc(Nc2nc(C)cc(=O)[nH]2)c(OC)c1	-5	4	-4	-4	12	-17	-1	-7
Cc1cccc(-c2nnnn2-c2cccc(C)c2)c1	-5	-1	-6	-9	-6	1	-16	-32
Cc1ccccc1C(=O)Nc1ccc2c(c1)OCCO2	55*	31	-5	-4	69*	-11	-78	-147
CN(C)c1ccc(/C=N\Nc2ccccn2)cc1	34	-92	-5	-4	54*	-5	-185	-193
O=C(NNC(=O)C12CC3CC(CC(C3)C1)C2)c1ccncc1	-6	-1	-3	-2	-7	3	-6	0
C=CCN1CCS(=O)(=O)N(Cc2ccccc2)[C@@H](C(C)C)C1=O	·	22	0	·	0	4	·	11
CC(=O)Nc1ccccc1Oc1ccccc1	4	-6	-5	7	6	-20	0	-4
CCOc1ccc(Cl)cc1S(=O)(=O)n1cnc2cc(C)c(C)cc21	-21	7	1	4	-17	35	14	7
C#CCSc1nnc(-c2cc3c(C(F)(F)F)nn(C)c3s2)n1C	-8	1	5	-9	-6	5	-21	-53
CC1CCCCN1CC(=O)Nc1ccc2c(c1)OC(F)(F)O2 (stereo not given)	-10	11	-3	-6	-11	4	-3	-2
COc1ccc(OCC(=O)NNC(=O)Cn2c(=O)cnc3ccccc32)cc1	-1	-4	-4	4	-7	2	5	16
CCn1nnc(NC(=O)c2cccnc2Cl)n1	-1	-7	-6	8	-2	6	0	7
O=Cc1cn(CCOc2ccccc2)c2ccccc12	-4	-4	4	11	-2	-9	-10	5
CCCCOC(=O)Nc1ccc(S(=O)(=O)Nc2onc(C)c2C)cc1	0	2	-8	-5	10	-3	-12	-4
CSc1ccc(C(=O)C2CCCN(Cc3cccn3-c3cccnc3)C2)cc1 (stereo not given)	-6	22	2	0	1	2	-3	-7
Cn1cccc1Cc1nnc(SCC(=O)Nc2ccc3c(c2)OCCO3)n1-c1ccc(F)cc1	-3	0	-4	14	-8	-3	-1	11
Cc1cc(Cl)ccc1C(=O)C1CCCN(C(=O)c2ccoc2)C1 (stereo not given)	4	0	-1	-1	3	-18	-18	3

# Next entries.
SMILES	SENP8 inh	Gli-Sufu antag	HKDC1 inhibitor	UBC13 inh	SENP7 inh	Apaf1 inhib	Jurkat NFkB inh	697 NFkB inh
CCN(CC(=O)Nc1ccc(Br)cc1F)CC(=O)NC1CCS(=O)(=O)C1 (stereo not given)	12	5	-1	5	-2	-8	-1	23
O=C1c2ccccc2C(Nc2ccc(F)c(Cl)c2)N1c1ccccn1 (stereo not given)	-4	-2	-2	6	-1	17	-11	-4
CCOC(=O)C(CCC(=O)O)(CCC(C)C)c1csc(N)n1 (stereo not given)	2	2	-5	6	-1	1	2	30
Cc1nnc(SCC(=O)Nc2cccc(S(N)(=O)=O)c2)n1-c1ccccc1	1	-8	-11	1	3	1	16	2
O=C(NCCS(=O)(=O)N1CCCCC1)c1ccc2c(c1)OCO2	-15	-6	-2	-1	5	6	-7	-3
O=c1c(-c2nc3ccccc3s2)cccn1Cc1ccc(Cl)cc1	1	-39	11	32	6	19	-41	-18
O=C(COC(=O)C1CC1)Nc1ccc(Cl)cn1	1	6	-3	-7	4	-11	10	3
O=C(NC1CCCCC1)C(c1ccco1)N(CCc1ccccc1)C(=O)C(F)(F)F (stereo not given)	2	0	0	0	0	10	9	16
COCCNC(=O)CSc1nc2ccccc2c(=O)n1CCCC(=O)NCc1ccccc1	-8	1	-2	1	-1	-1	-4	22
OCCN(CCO)c1nc(-c2ccccc2)nc2c1oc1ccccc12	-4	-8	-10	3	-9	3	4	2
C=CCNC(=O)NC(=O)COC(=O)CNS(=O)(=O)c1ccc(F)c(F)c1F	-5	-5	-8	11	8	-3	3	12
CC(c1nnnn1C1CCCCC1)N(Cc1ccccc1)Cc1cccnc1 (stereo not given)	0	2	0	10	1	9	6	-4
Cc1sc2nc(CSC(C)C(=O)Nc3cc(S(C)(=O)=O)ccc3Cl)[nH]c(=O)c2c1C (stereo not given)	7	1	6	0	11	6	2	25
Cc1ccc2nc(C)cc(N/N=C/c3ccccc3O)c2c1	17	-11	-1	13	3	16	-11	5
COc1ccccc1NC(=O)CCc1nnc2ccc(N3CCCCC3)nn12	-1	-9	-1	3	4	-3	1	13
CC1CCCN(C(=O)c2ccc(OC3CCN(CCc4ccccc4)CC3)cc2)C1 (stereo not given)	-2	23	-3	15	-1	-11	6	-6
Cc1cc(OCC(=O)N2CCN(c3ccc(F)cc3)CC2)c2c(C)cc(=O)oc2c1	10	22	-1	7	1	-2	5	-1

# 5 compounds drawn at random from those above, as already listed:
SMILES	SENP8 inh	Gli-Sufu antag	HKDC1 inhibitor	UBC13 inh	SENP7 inh	Apaf1 inhib	Jurkat NFkB inh	697 NFkB inh
Cc1nnc(SCC(=O)Nc2cccc(S(N)(=O)=O)c2)n1-c1ccccc1	1	-8	-11	1	3	1	16	2
C=CCNC(=O)NC(=O)COC(=O)CNS(=O)(=O)c1ccc(F)c(F)c1F	-5	-5	-8	11	8	-3	3	12
OCCN(CCO)c1nc(-c2ccccc2)nc2c1oc1ccccc12	-4	-8	-10	3	-9	3	4	2
CCOC(=O)C(CCC(=O)O)(CCC(C)C)c1csc(N)n1 (stereo not given)	2	2	-5	6	-1	1	2	30
CCN(CC(=O)Nc1ccc(Br)cc1F)CC(=O)NC1CCS(=O)(=O)C1 (stereo not given)	12	5	-1	5	-2	-8	-1	23
